# CHT block = inhibitors of human choline transporter CHT | B-score at 10 µM | CHT-expressing cells, membrane potential dye, choline response; active compounds read low | 310,000 compounds, 0.86% hits;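 active = B-score over 3 SD under the library average, and starting fluorescence ratio not unusually high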;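 also: choline stimulus applied at its EC90 after an EC20 pre-addition; B-score computed on integrated fluorescence ratio after choline addition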
# KCNQ2 inh = KCNQ2 potassium channel inhibitors, primary screen, cell-based, CHO-K1, FluxOR thallium flux, B-score (AID 2156); Potassium voltage-gated channel subfamily KQT member 2 (Rattus norvegicus), O88943; 20 min; active compounds read low; B-score at 10 µM; 310,000 compounds, 1.1% hits;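 active = fluorescence ratio B-score at most minus 3 library SDs, with starting brightness B-score within 2 library SDs, cut at about -5.5 in these data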
# Target sequence (O88943 whole entry, looked up): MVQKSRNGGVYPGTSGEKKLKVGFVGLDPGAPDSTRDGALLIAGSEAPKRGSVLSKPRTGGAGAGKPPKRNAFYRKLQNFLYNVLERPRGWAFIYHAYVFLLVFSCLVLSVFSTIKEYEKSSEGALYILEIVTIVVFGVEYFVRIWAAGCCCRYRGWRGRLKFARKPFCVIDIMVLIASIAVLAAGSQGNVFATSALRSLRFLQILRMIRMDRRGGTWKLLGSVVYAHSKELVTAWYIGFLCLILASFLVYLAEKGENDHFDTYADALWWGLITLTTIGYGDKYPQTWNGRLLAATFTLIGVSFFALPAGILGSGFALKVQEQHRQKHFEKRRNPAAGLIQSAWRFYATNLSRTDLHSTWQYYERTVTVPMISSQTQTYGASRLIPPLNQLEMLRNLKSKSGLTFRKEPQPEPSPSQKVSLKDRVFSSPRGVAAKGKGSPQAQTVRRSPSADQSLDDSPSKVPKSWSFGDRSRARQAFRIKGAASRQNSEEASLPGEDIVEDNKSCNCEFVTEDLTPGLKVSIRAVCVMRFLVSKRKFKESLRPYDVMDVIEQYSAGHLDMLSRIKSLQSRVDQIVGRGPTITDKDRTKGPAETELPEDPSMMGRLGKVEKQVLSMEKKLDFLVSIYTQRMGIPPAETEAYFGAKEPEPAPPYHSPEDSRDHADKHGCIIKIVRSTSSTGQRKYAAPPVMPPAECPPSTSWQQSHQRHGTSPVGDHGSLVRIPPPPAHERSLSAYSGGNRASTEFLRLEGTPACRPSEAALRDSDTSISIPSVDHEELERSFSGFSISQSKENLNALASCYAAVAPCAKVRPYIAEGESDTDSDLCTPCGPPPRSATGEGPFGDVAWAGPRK
# An asterisk follows results filed as active; i = inactive; x = not tested or not shown.
# Preview, 2 compounds:
# Values run as follows: CHT block	KCNQ2 inh
> CCOC(=O)C1CCN(C(=O)c2cc(S(=O)(=O)N3CCCCC3)ccc2C)CC1
  i	i
> COc1ccc(S(=O)(=O)N(CC(=O)N2CCOCC2)c2cc(Cl)ccc2OC)cc1OC
  i	i

# The whole of this part (from the top)
# Values run as follows: CHT block	KCNQ2 inh
> CCOC(=O)C1CCN(C(=O)c2cc(S(=O)(=O)N3CCCCC3)ccc2C)CC1
  i	i
> COc1ccc(S(=O)(=O)N(CC(=O)N2CCOCC2)c2cc(Cl)ccc2OC)cc1OC
  i	i
> O=C(Nc1ccc2c(c1)OCO2)c1c(Cl)nc2sccn12
  i	i
> C=CCOc1cccc(C2/C(=C(\O)c3ccc(F)cc3)C(=O)C(=O)N2CCN(C)C)c1 (configuration not stated)
  i	i
> CC(=O)OC(COc1ccc(F)cc1)Cn1cnc2ccccc21 (configuration not stated)
  i	i
> C=CCSC1=C(C#N)C(c2ccccc2OCC)C(C#N)C(=O)N1 (configuration not stated)
  i	i
> Cc1nc(C(=O)NNC(=O)c2ccccc2Cl)c(C(F)(F)F)o1
  i	i
> O=C1CCC/C(=N/NC(=O)c2cc(NS(=O)(=O)c3cccs3)cc(NS(=O)(=O)c3cccs3)c2)C1
  i	i
> CCOC(=O)CCc1c(C)c(C#N)c2nc3ccccc3n2c1-n1ccnc1
  i	i
> NS(=O)(=O)c1ccc(CCNC(=O)C(=O)C2C(=O)Nc3ccccc32)cc1 (configuration not stated)
  i	i
> CC(C)[C@H](NC(=O)OCc1ccccc1)C(=O)OCC(=O)NC1CCCCC1
  i	i
> COc1cc(NC(=O)Nc2cccc(Cl)c2)c(OC)cc1NC(=O)CN1CCCCC1
  i	i
> O=C(O)C1CCN(S(=O)(=O)c2ccc(N3CCOCC3)c([N+](=O)[O-])c2)CC1
  i	i
> COc1ccc(S(=O)(=O)NCC2CCCN(C(=O)c3ccco3)C2)cc1 (configuration not stated)
  i	i
> COC(=O)c1ccc(NC(=S)NC(=O)c2c(Cl)cnn2C)cc1
  i	i
> Cc1ccc(NC2CCCN(C(=O)c3ccc4nccnc4c3)C2)cc1C (configuration not stated)
  i	i
> C/C(=N\OCC(=O)OCC(=O)NC(=O)c1ccc(OC(F)F)cc1)c1ccc2c(c1)OCO2
  i	i
> CCN(CC)S(=O)(=O)c1ccc(OC)c(NC(=O)C2CC(=O)N(c3ccc(C)cc3)C2)c1 (configuration not stated)
  i	i
> Cc1cc(C)c(C)c(S(=O)(=O)N2CCN(CC(=O)c3c(N)n(Cc4ccccc4)c(=O)n(C)c3=O)CC2)c1C
  i	i
> CC(=O)CSc1ccc(-c2nc3ccccc3[nH]2)cn1
  i	i
> O=C(Nc1nnc(-c2ccncc2)o1)c1ccc2ccccc2c1
  i	i
> Cc1ccnc(N2CCC(C(=O)Nc3ccc4c(c3)OCCO4)CC2)n1
  i	i
> COc1cc(C(=O)N2CCN(Cc3ccc4c(c3)OCO4)CC2)c([N+](=O)[O-])cc1OC
  i	i
> CC(C)(C)C1CCc2[nH]c3ccccc3c(=O)c2C1 (configuration not stated)
  i	i
> CCN1CCCC1CNC(=O)C(=O)Nc1ccc(OC)cc1 (configuration not stated)
  i	i
> CCCCCCOc1ccc(/C(N)=N/O)cc1
  i	i
> Cc1c(C(=O)NCC2CCCO2)oc2ccc3c(c12)C(=O)CC(C)(C)O3 (configuration not stated)
  i	i
> CCCn1c2c(c(=N)c3c1CCC3)CCC2
  i	i
> CC1CCCCC1NC(=O)CN1CCC(NC(=O)c2ccc([N+](=O)[O-])cc2)CC1 (configuration not stated)
  i	i
> O=C1CN(C(=O)NCCC(=O)NC2CCCCC2)c2ccccc2N1
  i	i

# Pulled by compound from the list above:
# Values run as follows: CHT block	KCNQ2 inh
> C/C(=N\OCC(=O)OCC(=O)NC(=O)c1ccc(OC(F)F)cc1)c1ccc2c(c1)OCO2
  i	i
> CC(=O)OC(COc1ccc(F)cc1)Cn1cnc2ccccc21 (configuration not stated)
  i	i
> Cc1c(C(=O)NCC2CCCO2)oc2ccc3c(c12)C(=O)CC(C)(C)O3 (configuration not stated)
  i	i
> CCCn1c2c(c(=N)c3c1CCC3)CCC2
  i	i
> CCN1CCCC1CNC(=O)C(=O)Nc1ccc(OC)cc1 (configuration not stated)
  i	i
> Cc1nc(C(=O)NNC(=O)c2ccccc2Cl)c(C(F)(F)F)o1
  i	i

# Next section.
# Values run as follows: CHT block	KCNQ2 inh
> O=C(Nc1ccc(Br)cc1)C1CCCC1
  i	i
> Nc1ccc(NC(=O)NC2CCCCC2)cc1[N+](=O)[O-]
  i	i
> COc1ccc(N/C=C/C(=O)c2ccccc2)cc1
  i	i
> O=C(N/N=C/c1ccc(N2CCOCC2)cc1)c1ccccc1OCCOc1ccccc1
  i	i
> O=C(CC(=O)Nc1nc(C23CC4CC(CC(C4)C2)C3)cs1)NCCO
  i	i
> C=CCn1c(CSCc2ccc(Cl)cc2)nnc1SCC(=O)NCc1ccccc1
  i	-6.55*
> O=C(CSc1nc2ccsc2c(=O)n1Cc1ccc(C(=O)O)cc1)NCC1CCCO1 (configuration not stated)
  i	i
> COc1ccc2nc(NC(=O)C3CSC4(C)CCC(=O)N34)sc2c1 (configuration not stated)
  i	i
> CN(C)C(=O)CSc1nc2ccccc2n1CC(=O)N1CCN(c2ccccc2)CC1
  i	i
> Cc1ccc(CNC(=O)c2ccc(OCC(C)C)cc2)n1C
  i	i
> COc1cc(OC)c(OC)cc1/C=N/NC(=O)CCc1c(C)n[nH]c1C
  i	i
> CCCOc1cccc(-c2cc(C(=O)NN)c3ccccc3n2)c1
  i	i
> C=CCNC(=S)Nc1ccc(Cl)cc1F
  i	i
> CC(=O)N1CCN(S(=O)(=O)c2cccc(C(=O)Nc3ccccc3N3CCCC3)c2)CC1
  i	i
> CN(C)CCCN(C(=O)c1ccc2c(c1)CCCC2)c1nc2ccc(F)cc2s1
  i	i
> Cc1ccc(OC(C)C(=O)Nc2ccc3c(c2)n(C)c(=O)n3C)c(C)c1 (configuration not stated)
  i	i
> Cc1c(C(=O)N2CCCCC2)sc(NC(=O)C(C)C)c1C#N
  i	i
> CCCn1nc(C(=O)NNC(=O)CCOc2ccccc2OCC)c2ccccc2c1=O
  i	i
> Cc1ccc(Oc2cc(C)nc(-c3ccccc3O)n2)cc1
  i	i
> CN(CC(=O)Nc1ccc(Cl)cc1)C(=O)CNC(=O)c1ccc2c(c1)OCO2
  i	i
> CC1CCCC(NC(=O)CCNS(=O)(=O)c2ccc(Br)cc2)C1C (configuration not stated)
  i	i
> Cc1cc(C)n2c(Nc3ccc4c(c3)OCCO4)c(-c3ccccc3)nc2n1
  i	i
> Cc1sc(-n2c(C)cc(/C=N/n3cnnc3)c2C)c(C#N)c1C
  i	i
> CSC1=C(C#N)C(c2cccc(Br)c2)CC(=O)N1 (configuration not stated)
  i	i
> COc1cccc(OC)c1C(=O)Nc1cccc(C(C)=O)c1
  i	i
> O=C(Nc1cccc(-n2cccn2)c1)C1CCCN(Cc2cc3ccccc3[nH]2)C1 (configuration not stated)
  x	-8.15*
> Cc1cc(C)n(-c2nnc(NC34CC5CC(CC(C5)C3)C4)nn2)n1
  i	i
> CC1CCCN(S(=O)(=O)c2ccc3oc(=O)ccc3c2)C1 (configuration not stated)
  i	i
> Cc1ccc(S(=O)(=O)Nc2cc3c4c(c2)CCC(=O)N4CCC3)cc1
  i	i
> CCOc1ccc(C(=O)NC2CCN(C(=O)Nc3ccccc3OC)CC2)cc1
  i	i
> CC(C)c1ccccc1NC(=O)c1ccccc1NC(=O)C1CCCCC1
  i	i
> O=S(=O)(NCc1ccc(F)cc1)c1ccc(-n2cnnn2)cc1
  i	i
> Cc1cc(C)c(C(=O)N(C)CC2CCCN(CCc3ccccc3F)C2)o1 (configuration not stated)
  i	i
> CC1(C)OC(=O)N(NCc2ccccc2)C1(C)O (configuration not stated)
  i	i
> NS(=O)(=O)c1ccc(CNS(=O)(=O)c2cccc3nonc23)cc1
  i	i
> CC(=O)NC1C(=O)N(CCc2ccccc2)c2ccccc21 (configuration not stated)
  i	i
> CCOC(=O)C(C)NC(=O)CCc1nnc2ccc(N3CCC(C)CC3)nn12 (configuration not stated)
  i	i
> CN(C)C(=O)c1ccc(NC(=O)c2cccnc2)cc1
  i	i
> CCCCN(C)C1=CC2=CC(=C(C#N)C#N)CCC2CC1 (configuration not stated)
  i	i
> O=C(COc1ccccc1)NCCS(=O)(=O)N1CCN(c2ccccc2)CC1
  i	i
> Cc1ccc2[nH]cc(CCNS(=O)(=O)c3ccc(F)cc3)c2c1
  i	i
> COc1cc(NC(=O)c2ccc(C)c([N+](=O)[O-])c2)ccc1NC(=O)c1ccco1
  i	i
> C=CCn1c(CNS(=O)(=O)c2ccc(Br)cc2)nnc1SC
  i	i
> COc1cc(C(CC(=O)Nc2ccc(C)cn2)N2Cc3ccccc3C2=O)cc(OC)c1OC (configuration not stated)
  i	i
> NS(=O)(=O)c1ccc(CCNC(=O)CN2C(=O)c3ccccc3S2(=O)=O)cc1
  i	i
> CC(C)CNC(=O)C(=O)NCC1OCCN1S(=O)(=O)c1cccs1 (configuration not stated)
  i	i
> Cn1cc(S(=O)(=O)N2CCN(c3ccccc3F)CC2)c(=O)n(C)c1=O
  i	i
> Cc1ccc(S(=O)(=O)Nc2ccnc(-c3cccnc3)n2)cc1
  i	i
> CCOc1cccc(CN2CCN(CCCc3ccccc3)C(CCO)C2)c1O (configuration not stated)
  i	i
> COc1cc(CNCc2ccccn2)ccc1OCC(N)=O
  i	i
> COc1ccccc1CC(=O)Nc1nc(-c2ccc(F)c(F)c2)cs1
  i	i
> CCCN(C(=O)COC(=O)CCOc1ccccc1C)c1c(N)n(Cc2ccccc2)c(=O)[nH]c1=O
  i	i
> CNC(=O)c1csc(-c2ccc(C)cc2)n1
  i	i
> S=C(NCc1ccccc1)N1CCn2cccc2C1c1cccnc1 (configuration not stated)
  x	i
> CC(C)[C@H]1COC(NC2=N[C@@H](C(C)C)CO2)=N1
  i	i
> CCCc1nc(SCC(=O)N2CCCC2)c2ccccc2n1
  i	i
> C=CCOC(=O)C1=C(C)NC(SC)=C(C#N)C1c1cccs1 (configuration not stated)
  i	i
> COC(=O)C1=C(CSc2nnnn2C)NC(=O)NC1c1cc(C)ccc1C (configuration not stated)
  i	i
> Cc1ccc(/C=C/S(=O)(=O)NCC(=O)OCC(=O)Nc2c(F)cccc2F)cc1
  i	i
> COc1ccc(NC(=O)NNC(=O)COc2ccc3cc(Br)ccc3c2)cc1
  i	i

# (next part)
# Values run as follows: CHT block	KCNQ2 inh
> O=C(NC1CCCCC1)N1CCc2ccccc21
  i	i
> Fc1cc(NC(=S)NCc2ccc(CNC(=S)Nc3ccc(Cl)c(F)c3)cc2)ccc1Cl
  i	i
> COc1ccccc1NC(=O)c1cc[n+]([O-])cc1
  i	i
> O=C(Nc1ncc(Cl)cn1)c1cccs1
  i	i
> CSCCC(NC(=O)/C(=C/c1ccco1)NC(=O)c1ccc(Br)o1)C(=O)O (configuration not stated)
  i	i
> c1cc(Nc2cccc3nccnc23)c2nccnc2c1
  i	i
> COc1ccc(CNC(=O)CCN2C(=O)c3ccccc3S2(=O)=O)cc1
  i	i
> CC1(C)Cc2c(cnn2-c2cccc(F)c2)C(NC(=O)CN2CCCC2=O)C1 (configuration not stated)
  i	i
> Cc1ccc(-c2nnc(NC3CCCCC3)c3ccccc23)cc1S(=O)(=O)N1CCN(C)CC1
  i	i
> CCOC(=O)N1CCN(C(=O)c2cccc(S(=O)(=O)Nc3ccc(OC)cc3)c2)CC1
  i	i
> O=C1CCC(/C=C/c2ccccc2)=NN1Cc1ccccc1
  i	i
> COc1ccc(C(=O)Nn2c(SCc3cccc([N+](=O)[O-])c3)nc3ccccc3c2=O)cc1
  i	i
> CCC1CCCCN1CCNC(=O)c1[nH]c(C)c(C(C)=O)c1C (configuration not stated)
  i	i
> CC1(C)Cc2cccc(OCC(=O)Nc3nccs3)c2O1
  i	i
> Cc1ccc(Cn2ccc(=O)c(OCc3ccccc3)c2C)cc1
  i	i
> Cc1cc2c(OCC(O)CN3CCCCC3)cccc2[nH]1 (configuration not stated)
  i	i
> Cc1ccc(C(=O)N2CCNC(=O)C2CC(=O)Nc2ccc(F)cc2)cc1C (configuration not stated)
  i	i
> Cc1ccc(C(=O)Nc2ccccc2OC(F)F)cc1
  i	i
> Cc1ccc(N2CC(C(=O)NC3CCSC3=O)CC2=O)cc1 (configuration not stated)
  i	i
> Cc1cc(NS(=O)(=O)c2ccc(N3C(=O)C4C5C=CC(C5)C4C3=O)cc2)nc(C)n1 (configuration not stated)
  i	i
> C/C(=N\N=C1\NC(=O)C(CC(=O)Nc2ccccc2F)S1)C1CCCCC1 (configuration not stated)
  i	i
> Cc1cccc2nc(CSc3ccccc3N)cn12
  i	i
> Cc1ccc(CNC(=O)c2ccc3c(c2)S(=O)(=O)c2ccccc2C3=O)cc1
  i	i
> CCn1nnnc1SCC(=O)c1cccc(OC)c1
  i	i
> COc1ccc(/C=N/OCC(=O)Nc2nc3ccccc3s2)cc1
  i	i
> CCSc1nncn1/N=C/c1ccc(OC)c(OC)c1
  i	i
> O=c1[nH]c(-[n+]2ccc3ccccc3c2)c(/C=N/N=C(\[O-])c2ccccc2)s1
  i	i
> O=C1c2ccccc2-n2c1nc1ccccc1c2=O
  i	i
> Cn1c(-c2csc(-c3ccccc3)n2)n[nH]c1=S
  i	i
> CN(C(=O)CCNC(=O)Cn1cnc2ccccc2c1=O)c1ccc(F)cc1
  i	i
> CC(C)CC1Nc2ncnc(N3CCCCC3)c2N(Cc2ccc(Br)cc2)C1=O (configuration not stated)
  i	i
> CCCCOc1ccc(C(=O)OCC(=O)Nc2cc(C)c(C)cc2[N+](=O)[O-])cc1
  i	i
> CC(C)(C)NC(=O)c1cc([N+](=O)[O-])ccc1N1CCCCC1
  i	i

# Screening results deposited in PubChem by Johns Hopkins Ion Channel Center.
